D3 antag = qHTS of D3 Dopamine Receptor Antagonist: qHTS | D(3) dopamine receptor (Homo sapiens), P35462 | D3R cells, DiscoveRx beta-arrestin luminescence, antagonist mode; hits give low values | max response, negative = inhibition, % | 360,000 tested, 2.5% active; in the data active means max response below about -50%; further: on the % scale 0 is the no-effect control and ±100 the full control effect; mostly tested at two doses, the higher about 12 µM
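Cells plated overnight at 1500 cells/well, then exposed to library compounds with dopamine controls for 90 minutes at 37 degrees C. DiscoveRx reagent added for 30–60 minutes at room temperature; luminescence read, quantitative HTS format.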
DRD3 agonist = qHTS of D3 Dopamine Receptor Agonist: qHTS; max activation, %; 410,000 tested, 0.58% active; D(3) dopamine receptor (Homo sapiens), P35462; D3R DiscoveRx beta-arrestin cells, luminescence, 90 min; in the data active means max activation above about 30%; further: 0% is about no effect; mostly tested at two doses, the higher about 12 µM
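Agonist mode: compounds and dopamine controls were applied to plated cells for 90 min at 37 degrees C after an overnight attachment at 1500 cells/well. Luminescent read-out followed 30 - 60 minutes at room temperature with DiscoveRx detection reagent.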
EPAC2 agonist = qHTS for Agonist of cAMP-regulated guanine nucleotide exchange factor 4 (EPAC2): primary screen | EPAC2 activation, biochemical qHTS; response scale: 100% = 6.5 mM cAMP response | Potency, µM (doses to about 154 µM), for the others: top-dose activation, hits mostly activators | 360,000 tested, 0.079% active | AID 720711, 2013; further: potency means the concentration at half of the fitted maximal effect; nearly all actives have a fitted effect of over 50% in size
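In this primary screen, activation is scored as increased exchange of BODIPY-GDP from Rap1B by 100 nM EPAC2, with 50 uM GDP as competitor. Signal is normalized to the 6.5 mM cAMP agonist control.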
PTHR1 ag = qHTS for PTHR1 Agonists: Primary Screen; AID 743266, 2014; HEK293 GP2 PTHR1 cells, GloSensor cAMP luminescence, 1 h; Parathyroid hormone/parathyroid hormone-related peptide receptor (Homo sapiens), Q03431; 410,000 tested, 0.075% active; Potency, µM (doses to about 115 µM), for the others: at the highest dose activation, most hits filed as activators; further: potency means the concentration at half of the fitted maximal effect; nearly all actives have a fitted effect of over 55% in size; some results filed as inactive show a strong effect at the top dose; inactives centre near -15; many of its hits are not listed in these tables
Target sequence (Q03431 whole entry, looked up): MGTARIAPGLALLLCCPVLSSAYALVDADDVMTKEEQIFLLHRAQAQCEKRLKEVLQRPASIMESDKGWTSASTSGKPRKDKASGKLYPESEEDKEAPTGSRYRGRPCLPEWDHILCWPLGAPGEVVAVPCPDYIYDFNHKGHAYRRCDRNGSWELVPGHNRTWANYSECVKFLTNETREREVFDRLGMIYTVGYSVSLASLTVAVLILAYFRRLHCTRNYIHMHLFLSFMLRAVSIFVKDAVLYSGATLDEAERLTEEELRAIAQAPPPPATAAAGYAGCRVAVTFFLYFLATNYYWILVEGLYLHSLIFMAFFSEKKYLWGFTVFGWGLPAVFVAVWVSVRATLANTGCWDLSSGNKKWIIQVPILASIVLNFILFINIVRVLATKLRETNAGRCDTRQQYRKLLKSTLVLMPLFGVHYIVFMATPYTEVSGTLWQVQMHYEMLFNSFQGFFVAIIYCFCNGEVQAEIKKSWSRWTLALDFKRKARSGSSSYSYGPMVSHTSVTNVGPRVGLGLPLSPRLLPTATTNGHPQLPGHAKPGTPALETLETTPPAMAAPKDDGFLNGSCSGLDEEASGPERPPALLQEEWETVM
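HEK-293-derived GP2 cells expressing PTHR1 and a GloSensor cAMP reporter, 3,000/well, plated overnight, given luciferin plus IBMX (each 0.5 mM as added) for 1 h at 37 °C, then compound for 1 h at 37 °C. Luminescence was read after 15 min at room temperature.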
pAkt inh = HTS Assay for Inhibitors of Akt Phophorylation: Primary Screen; Neuro2A IGF-stimulated pAkt S473 HTRF, 20 min; hits give low values; activity change, % for hits at 50 µM; 360,000 tested, 0.32% active; AID 651550, 2012; in the data active means activity change below about -80%; further: on the % scale 0 is the no-effect control and ±100 the full control effect
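Neuro2A cells in DMEM with 0.5% FBS, overnight at 37 deg C, given compound at single 50 µM final, then IGF (6 nM final) for 20 min at 37 deg C. Lysed; phospho-Akt Ser473 by HTRF after 24 h, 665/615 ratio.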
CCT chaperon mod = High-Throughput Screening for Modulators of Cytosolic Chaperonin Activity. purified chaperonin ATPase assay, HTRF ADP detection, 30 min. 360,000 tested, 0.3% active. activity change, % (test concentration not listed), hits read low; in the data active means activity change below about -30%; further: on the % scale 0 is the no-effect control and ±100 the full control effect
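We incubate TRiC, 40 or 20 nM final, with library compounds at 76 uM and 10 uM ATP for 30 min at 37 °C. ADP formed is detected with Transcreener HTRF reagents after 30 min at room temperature.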
EPAC2 antagonist = qHTS for Antagonist of cAMP-regulated guanine nucleotide exchange factor 2 (EPAC2): primary screen; 360,000 tested, 0.18% active; Rap guanine nucleotide exchange factor 4 (Homo sapiens), Q8WZA2; AID 720708, 2013; EPAC2 GEF exchange of Rap1B-BODIPY-GDP, fluorescence; Potency, µM (titrated, usually from 114 µM), for the others: at the top dose activity, negative = inhibition, most hits filed as inhibitors; further: potency means the concentration at half of the fitted maximal effect; on the % scale 0 is the no-effect control and ±100 the full control effect; nearly all actives have a fitted effect of over 45% in size; many of its hits are not listed in these tables
Mm-Cpn inhibitor = Inhibitors of TCP-1 ring complex (TRiC) of Methanococcus maripaludis (MmCpn): qHTS; Chaperonin Mm-Cpn (Methanococcus maripaludis); purified Mm-Cpn ATPase, ADP Transcreener TR-FRET; Potency, µM (doses to about 76.9 µM), without a hit: top-dose activity, negative = inhibition, usual class: inhibitors; 330,000 tested, 0.031% active; further: potency means the concentration at half of the fitted maximal effect; on the % scale 0 is the no-effect control and ±100 the full control effect; nearly all actives have a fitted effect of over 80% in size
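Reaction buffer contained 30 mM Tris pH 7.4, 100 mM KCl, 5 mM MgCl2 and 1 mM DTT. Mm-CPN (25 nM final) hydrolysed 10 uM ATP over 30 min at 37°C; ADP was read by HTRF.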
The depositor's hits bear a star; i = inactive; · = not tested or not shown; [ ] = remark or other dose. Unless noted, the call rests on the fitted dose curve; in most records, active means well fitted curve in the direction sought with a large enough effect; inconclusive means small, poorly fitted or top-dose-only effect, or another doubt; inactive means no such curve, though single readings can be large; an effect the other way counts as inactive or inconclusive. Not all compounds are listed; rates above refer to the full screens.

Under each structure: EPAC2 antagonist | CCT chaperon mod | PTHR1 ag | Mm-Cpn inhibitor | DRD3 agonist | D3 antag | EPAC2 agonist | pAkt inh
CS(=O)(=O)c1ccc(Cl)c(NC(=O)C2CC(=O)N(c3ccc4c(c3)OCCO4)C2)c1 (centres undefined)
  11.6% | 2.6 | -22.3% | 1.4% | -3.4 | 4.0 | 1.8% | i
CCCCOc1ccc(N(CC(=O)NC2CCCCC2)C(=O)CCC(=O)Nc2ccccn2)cc1
  -4.0% | 0.7 | -5.0% | 0.5% | 2.3 | 13.0 | -12.8% | i
CC1CCC2(CC1)NC(=O)N(CC(=O)Nc1nc(-c3ccc(F)cc3)cs1)C2=O (centres undefined)
  -1.7% | -2.5 | -21.4%[57.5 µM] | -4.4% | -7.8 | -27.7 | 14.2% | i
CCNC(=O)NC(=O)C(C)Oc1ccc(C(=O)OC)cc1 (centres undefined)
  6.9% | -2.8 | -7.1%[57.5 µM] | 1.0% | 2.5 | -8.6 | 5.0% | i
COc1cc(Cl)c(C)cc1NC(=O)CSc1nnc(-c2cccnc2)n1Cc1ccco1
  5.6% | 0.6 | i | -0.2% | -1.5 | 20.1 | -0.5% | i
COc1ccc(C(=O)NC2CCN(C(=S)Nc3ccccc3C)CC2)cc1
  2.2% | -1.4 | -7.1% | -3.9% | 7.3 | 10.5 | 3.6% | i
Cc1ccc(C(=O)O)cc1NC(=S)NC(=O)Cc1ccccc1
  -10.3% | -1.0 | -10.5% | 0.3% | 1.6 | -14.9 | 5.1% | i
O=C(CC(=O)c1ccccc1)Nc1ccccc1C(F)(F)F
  2.0% | 0.8 | -24.5% | 1.1% | -10.2 | -3.1 | 1.0% | i
O=C1NC[C@@H](CCCCN2C[C@H](Cc3ccc(O)cc3)N(CC3CCCCC3)C(=O)C2=O)N(CC2CCCCC2)C1=O
  -1.0% | -0.1 | 1.7% | · | -2.6 | -13.4 | -3.3% | i
O=C(Cn1ccc([N+](=O)[O-])n1)NCc1cccnc1
  1.6% | 1.6 | -61.1%[inhibitor] | 2.3% | -2.7 | -2.1 | 4.7% | i
COc1cc2c(cc1OC)CN(C(=O)c1sc(-c3cnccn3)nc1C)CC2
  2.2% | -1.4 | i | 0.2% | 1.4 | -9.5 | 8.8% | i
COc1ccc(-c2ccnc3nc(/N=C/N(C)C)nn23)cc1
  16.1% | -0.9 | i | -3.8% | -2.0 | -2.7 | 4.0% | i
Cc1ccccc1SCc1noc(C(=O)NC(C)C)c1C(=O)O
  0.3% | 1.2 | -15.8% | -0.3% | -19.4 | -24.7 | -5.8% | i
N/C(=N\OC(=O)c1ccccc1Br)c1ccc([N+](=O)[O-])cc1
  3.2% | 0.1 | -56.6%[inhibitor] | -0.9% | 2.6 | -70.8* | -6.1% | i
O=C1NC[C@@H](CCCCN2CCN(CCc3ccccc3)C(=O)C2=O)N(CC2CCCCC2)C1=O
  4.2% | -0.8 | 11.9% | · | -8.4 | -12.9 | 7.7% | i

Next part
Under each structure: EPAC2 antagonist | CCT chaperon mod | PTHR1 ag | Mm-Cpn inhibitor | DRD3 agonist | D3 antag | EPAC2 agonist | pAkt inh
O=C(NC(N1CCCC1)C(Cl)(Cl)Cl)c1ccccc1 (centres undefined)
  9.3% | -0.1 | -3.6%[57.5 µM] | -1.0% | 1.9 | 18.6 | 6.6% | i
COc1ccc(S(=O)(=O)N2CCOC23CCN(S(=O)(=O)c2ccc(C)cc2)CC3)cc1
  -12.2% | -6.8 | -26.0% | 0.8% | -4.8 | -8.4 | 2.1% | i
O=c1[nH]c(SCc2ccccc2)nc2ccsc12
  -2.3% | -0.9 | -9.4% | 0.5% | 4.6 | 0.0 | -8.4% | i
N#Cc1ccccc1OCC(=O)N1CCN(C(=O)c2ccco2)CC1
  -4.2% | 0.3 | i | 1.9% | 4.8 | -3.9 | 4.4% | i
CCC(C)(C)n1nnnc1C(c1ccc(OC)c(OC)c1)N1CCN(C(=O)c2ccco2)CC1 (centres undefined)
  1.0% | -0.2 | i | 2.1% | -11.5 | -8.1 | 8.8% | i
CCOC(=O)c1sc(NC(=O)c2ccccc2C(=O)O)c(C(=O)OCC)c1C
  -13.3% | 1.7 | i | -4.0% | 1.4 | -28.5 | -1.7% | i
CC(C)C(NC(=O)C1CCC(C(C)(C)C)CC1)C(=O)NCCc1ccc(S(N)(=O)=O)cc1 (centres undefined)
  17.0% | -0.8 | i | 1.0% | 2.5 | 8.0 | -11.9% | i
CCOC(=O)C1(C)CCCN(C(=O)Cc2ccc3ccccc3c2)C1 (centres undefined)
  -14.3% | 1.9 | -51.7%[inhibitor] | · | -6.8 | 0.0 | 2.4% | i
COc1ccc2cc(C(c3nnnn3C3CCCC3)N3CCc4ccccc4C3)c(=O)[nH]c2c1 (centres undefined)
  -7.5% | -2.3 | i | -0.5% | -3.1 | -15.6 | 17.6% | i

Structures listed so far with a halogen, in the order listed:
Under each structure: EPAC2 antagonist | CCT chaperon mod | PTHR1 ag | Mm-Cpn inhibitor | DRD3 agonist | D3 antag | EPAC2 agonist | pAkt inh
CS(=O)(=O)c1ccc(Cl)c(NC(=O)C2CC(=O)N(c3ccc4c(c3)OCCO4)C2)c1 (centres undefined)
  11.6% | 2.6 | -22.3% | 1.4% | -3.4 | 4.0 | 1.8% | i
CC1CCC2(CC1)NC(=O)N(CC(=O)Nc1nc(-c3ccc(F)cc3)cs1)C2=O (centres undefined)
  -1.7% | -2.5 | -21.4%[57.5 µM] | -4.4% | -7.8 | -27.7 | 14.2% | i
COc1cc(Cl)c(C)cc1NC(=O)CSc1nnc(-c2cccnc2)n1Cc1ccco1
  5.6% | 0.6 | i | -0.2% | -1.5 | 20.1 | -0.5% | i
O=C(CC(=O)c1ccccc1)Nc1ccccc1C(F)(F)F
  2.0% | 0.8 | -24.5% | 1.1% | -10.2 | -3.1 | 1.0% | i
N/C(=N\OC(=O)c1ccccc1Br)c1ccc([N+](=O)[O-])cc1
  3.2% | 0.1 | -56.6%[inhibitor] | -0.9% | 2.6 | -70.8* | -6.1% | i
O=C(NC(N1CCCC1)C(Cl)(Cl)Cl)c1ccccc1 (centres undefined)
  9.3% | -0.1 | -3.6%[57.5 µM] | -1.0% | 1.9 | 18.6 | 6.6% | i
